# OXTR potentiator: human OXTR potentiation. activation, % at 3 µM. AID 2445. 320,000 compounds, 0.061% hits. CHO-OTR cells, Fluo-8 calcium fluorescence, potentiator mode; 0% = oxytocin EC15, 100% = EC100;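 active = activation above that plate's cutoff, the mean activation of tested compounds plus 3 SD, cut at about 6.6% in these data, passing the limit was not always enough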;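 also: 100% uses oxytocin at 75 nM as the full agonist control; some results filed as inactive read as strong as hits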
# Target sequence (P30559 whole entry, looked up): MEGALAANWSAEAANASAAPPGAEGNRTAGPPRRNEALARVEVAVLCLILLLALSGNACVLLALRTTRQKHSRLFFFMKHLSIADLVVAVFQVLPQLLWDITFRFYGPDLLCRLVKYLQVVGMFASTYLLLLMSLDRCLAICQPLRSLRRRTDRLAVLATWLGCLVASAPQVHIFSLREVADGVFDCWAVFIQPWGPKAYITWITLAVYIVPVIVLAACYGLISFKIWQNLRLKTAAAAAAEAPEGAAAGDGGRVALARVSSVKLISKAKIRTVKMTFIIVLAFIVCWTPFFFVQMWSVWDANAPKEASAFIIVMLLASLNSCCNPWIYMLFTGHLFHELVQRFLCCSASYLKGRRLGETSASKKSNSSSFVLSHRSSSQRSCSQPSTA
#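 System: human OTR in CHO cells / Also added: sub-maximal oxytocin, roughly EC15 / Control set: EC15 oxytocin low, 75 nM oxytocin high / Schedule: 6 min compound pre-incubation at room temperature, 100 s kinetic read / Compound: single-point 3.0 µM / Replication: singlicate / Technique: Fluo-8 calcium dye fluorescence / Read-out basis: % activation of max/min ratio relative to oxytocin controls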
# TAAR1 antagonist: human TAAR1 antagonism | inhibition, % at 3 µM | Q96RJ0 | CHO RD-HGA16 TAAR1, Fluo-8 calcium fluorescence, antagonist | 360,000 compounds, 1.5% hits;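 active = inhibition above a per-plate cutoff, the mean inhibition of test compounds on that plate plus 3 SD, cut at about 49% in these data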;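 also: 0% = DMSO plus EC80 beta-PEA response and 100% = DMSO alone without agonist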
# Target sequence (Q96RJ0 whole entry, looked up): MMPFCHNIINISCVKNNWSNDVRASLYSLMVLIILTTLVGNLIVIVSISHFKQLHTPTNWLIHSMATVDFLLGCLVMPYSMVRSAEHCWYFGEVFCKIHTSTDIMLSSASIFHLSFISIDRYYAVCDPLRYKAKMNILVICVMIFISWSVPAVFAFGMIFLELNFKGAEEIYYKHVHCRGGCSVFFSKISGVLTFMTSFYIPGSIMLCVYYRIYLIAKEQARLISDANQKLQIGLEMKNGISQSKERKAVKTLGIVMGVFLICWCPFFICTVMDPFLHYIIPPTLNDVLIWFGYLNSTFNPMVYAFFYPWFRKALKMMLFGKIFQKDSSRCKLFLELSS
#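 System: RD-HGA16 CHO cells with stable hTAAR1 and Gα16 | Probe or stimulus: EC80 β-phenethylamine stimulus | Dosing: 3 µM, single point | Times: Dye loading 75 min at 37 °C, then 30 min room temperature | Measured by: Fluo-8 calcium-sensitive fluorescence | Read-out basis: % inhibition of agonist calcium response | Replicates: n of 1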
# CHO-K1 Ca antag: counter-screen for M1 antagonists: effect in parental CHO-K1 cells; ATP-induced calcium, Fluo-8 fluorescence; inhibition, % at 3 µM; 360,000 compounds, 0.6% hits; AID 602250;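 active = inhibition above a per-plate cutoff, the plate's mean sample inhibition plus 3 SD, cut at about 24% in these data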;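 also: 0% = DMSO plus EC80 ATP and 100% = DMSO alone without ATP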
# CHO-K1 Ca PAM: counter-screen for M1 PAMs: effect in parental CHO-K1 cells; 360,000 compounds, 0.02% hits; ATP EC20, Fluo-8 calcium fluorescence; 0% at ATP EC20, 100% at ATP max; activation, % at 3 µM;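 active = activation above the run cutoff, the mean activation of all test compounds plus 3 SD, cut at about 40% in these data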;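 also: peak over basal fluorescence ratio in a 140 s read after ATP addition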
# TAAR1 agonist: agonists of human TAAR1. Q96RJ0. CHO RD-HGA16 TAAR1, Fluo-8 calcium fluorescence; vehicle wells 0%, saturating PEA agonist 100%. activation, % at 3 µM. 360,000 compounds, 0.99% hits;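 active = activation above the mean activation of all test compounds in the run plus 3 SD, cut at about 38% in these data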
#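 Benchmarks: low control DMSO, high control PEA (EC100); System: CHO RD-HGA16 cells carrying human TAAR1 plus Gα16; Detection: Fluo-8 fluorescence, 5 s baseline then 140 s kinetic read; Schedule: 17-24 h plating, Fluo-8 75 min 37 °C, 30 min RT; Read-out basis: % activation from peak over basal fluorescence ratio, DMSO-to-PEA scaled.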
# M1 ag parental: nonselective activator or artifact in parental CHO-K1 cells; Fluo-8 calcium fluorescence; scaled to maximal ATP response, vehicle zero; AID 602248; 360,000 compounds, 0.48% hits; activation, % at 3 µM; in the data active = activation above about 15%;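 also: untransfected CHO-K1 host cells lacking M1 receptor as counterscreen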
# CHO parental Ca: counter-screen for OX1R antagonists: effect in parental CHO cells; 330,000 compounds, 0.63% hits; parental CHO-K1, ATP-induced calcium, Fluo-8 fluorescence; inhibition, % at 5.6 µM;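 active = inhibition above that plate's mean sample inhibition plus 3 SD, cut at about 26% in these data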;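 also: 0% = ATP-challenged DMSO wells and 100% = DMSO wells without ATP; some compounds past the cut are filed as inactive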
#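 Test system: untransfected parental CHO cell line. Compound: one dose, 5.6 µM nominal. Detection: intracellular calcium via Fluo-8 no-wash fluorescent dye. Measure: % inhibition. Benchmarks: ATP-challenged DMSO wells low, unchallenged DMSO wells high.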
# CHRM1 agonist: agonists of human M1 muscarinic receptor | P11229 | 360,000 compounds, 0.33% hits | CHO-K1 hM1, Fluo-8 calcium fluorescence, agonist mode; 0% DMSO, 100% acetylcholine EC100 | activation, % at 3 µM;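 active = activation above the run's mean compound activation plus 3 SD, cut at about 16% in these data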;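 also: peak over basal fluorescence ratio within a 140 s kinetic read after compound addition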
# CHRM1 antagonist: antagonists of human M1 muscarinic receptor; CHO-K1 hM1, Fluo-8 calcium fluorescence, ACh EC80 antagonist; inhibition, % at 3 µM; 360,000 compounds, 1.3% hits; AID 588852;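 active = percent inhibition above its own plate's cutoff, namely the mean of that plate's compound wells plus 3 SD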;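 also: peak over basal fluorescence ratio during 140 s after agonist addition; 0% = ACh EC80 plus DMSO and 100% = DMSO alone without agonist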
# Numbers without * were called inactive; · = not tested or not shown.
1) [O-]C1=N[N+](=C(c2ccccc2)c2ccccc2)C1
2) CCC(C)(C)NC(=O)C(c1ccc(F)cc1)N(Cc1ccco1)C(=O)CCC(=O)Nc1ccccn1 (configuration not stated)
3) Cc1ccc(CN2CCNC(=O)C2CC(=O)NCC(F)(F)F)o1 (configuration not stated)
4) CN1CCN(c2cnn(-c3ccccc3)c(=O)c2Br)CC1
5) CCC(=NCc1ccc(Cl)c(Cl)c1)c1nc(-c2ccco2)oc1O
6) NC(=O)C1CCN(c2ncc(C(F)(F)F)cc2Cl)CC1
7) Cc1cccc(C(=O)OCC(=O)c2ccc3c(c2)NC(=O)CO3)c1
8) COc1nc(N=C(N)N)nc2ccc(C)cc12
Assay by compound	1	2	3	4	5	6	7	8
OXTR potentiator	·	-20	1	-2	-4	-4	-3	-4
TAAR1 antagonist	15	-21	-12	-6	6	-20	46	9
CHO-K1 Ca antag	-5	1	0	-11	-15	-9	-8	·
CHO-K1 Ca PAM	5	7	3	4	28	22	7	·
TAAR1 agonist	2	3	2	3	3	2	10	2
M1 ag parental	-0.1	0.1	0.4	-0.5	0.7	-0.1	7.4	·
CHO parental Ca	·	-28	-14	-2	14	-3	-4	-1
CHRM1 agonist	-3	6	-4	-6	-14	-10	2	·
CHRM1 antagonist	-14	-22	-2	-13	23	39*	4	·

9) O=C(CN(C(=O)CNS(=O)(=O)c1ccccc1)C1CCCC1)NCC1CCCO1 (configuration not stated)
10) Cc1ccc(S(=O)(=O)N2C[C@H]3C(=O)C[C@@H](c4ccc(Cl)cc4)N(S(=O)(=O)c4ccc(C)cc4)[C@H]3C[C@H]2c2ccccc2)cc1
11) Cc1cc(C)c(C#N)c(SCc2[nH]nc3c2C(c2ccc(F)cc2)C(C#N)=C(N)O3)n1 (configuration not stated)
12) COc1ccc(CN2C(=O)c3ccccc3C2c2nnnn2-c2ccc3c(c2)OCCO3)cc1OC (configuration not stated)
13) O=C(NCCN1CCN(c2ccccc2)CC1)C1CCCN(S(=O)(=O)c2cnc[nH]2)C1 (configuration not stated)
14) COc1c(Cl)cc(Cl)cc1CNCc1ccccc1
15) O=C1C(Cl)=C(N2CCCCCC2)C(=O)N1c1ccc(Br)cc1
16) O=C(CN1CCC(NC(=O)Nc2ccccc2)CC1)Nc1cccc([N+](=O)[O-])c1
Assay by compound	9	10	11	12	13	14	15	16
OXTR potentiator	-2	·	-5	·	1	-6	-3	0
TAAR1 antagonist	1	-13	-6	-13	·	-17	22	-11
CHO-K1 Ca antag	-11	5	0	-7	7	-5	-10	-12
CHO-K1 Ca PAM	17	9	0	-8	15	32	-1	19
TAAR1 agonist	0	1	8	2	·	7	4	5
M1 ag parental	1.0	1.1	0.1	1.1	0.4	6.2	0.0	1.9
CHO parental Ca	-7	·	-17	·	-8	-26	-13	-23
CHRM1 agonist	-3	-1	-3	·	-7	-9	-9	-2
CHRM1 antagonist	-24	-4	-2	·	1	-3	1	-7

17) OC(Cn1cnnc1)c1ccccc1 (configuration not stated)
18) Cc1ccc(S(=O)(=O)NC(=O)Nc2nc(-c3ccc(F)c(F)c3)cs2)cc1
19) COc1cc(/C=C2\SC(=S)N(CCC(=O)NC3CCCC3)C2=O)cc(OC)c1OC
20) CCOC(=O)CSc1nc2cc(C(=O)NCC3CCCO3)ccc2c(=O)n1Cc1ccco1 (configuration not stated)
21) Cc1cccc(NC(=O)CN(C)S(=O)(=O)c2cccs2)c1
22) Cc1ccc(CNC(=O)C2CCCN(S(=O)(=O)c3ccc(F)cc3)C2)cc1 (configuration not stated)
23) CCOC(=O)C1=NN(c2ccccc2)C2=NC(C)=C(C(=O)OC)C(c3cccs3)N12 (configuration not stated)
24) O=C(COC(=O)/C=C/c1cccc(Br)c1)NC1CCCCC1
Assay by compound	17	18	19	20	21	22	23	24
OXTR potentiator	-12	-13	-2	-4	-2	·	0	1
TAAR1 antagonist	-8	-13	7	15	-12	9	-11	-3
CHO-K1 Ca antag	-10	-8	-8	3	-11	-6	-3	-2
CHO-K1 Ca PAM	2	6	8	10	1	20	12	-13
TAAR1 agonist	2	0	-2	10	5	-1	3	-3
M1 ag parental	0.3	-0.2	0.9	1.2	1.6	1.2	0.0	0.1
CHO parental Ca	4	13	-28	-16	2	·	1	0
CHRM1 agonist	-2	-5	-5	-5	-3	-2	-5	-4
CHRM1 antagonist	-5	-5	-3	-9	-7	-11	-5	14

25) Cc1ccc(C(=O)Nc2ccc(Oc3ccc(C(=O)O)c(C(=O)O)c3)cc2)cc1C
26) O=C(CSc1nncc(=O)[nH]1)NC1CCCCC1
27) O=S(=O)(Nc1nc2ccccc2[nH]1)c1ccccc1
28) COc1ccc(S(=O)(=O)CCC(=O)Nc2c(C)n(C)n(-c3ccccc3)c2=O)cc1
29) CSCCC(NC(=O)c1ccccc1Cl)C(=O)N1CCCCCCC1 (configuration not stated)
30) CCN(c1ccccc1)S(=O)(=O)c1ccc(OC)c(NC(=O)c2ccccc2OC)c1
31) Cc1nn(C)c(C(=O)Sc2ccccc2)c1[N+](=O)[O-]
32) CN(c1ccccc1)c1ncccn1
Assay by compound	25	26	27	28	29	30	31	32
OXTR potentiator	-7	2	1	-5	-4	·	-1	-8
TAAR1 antagonist	0	2	3	4	3	4	-23	-30
CHO-K1 Ca antag	0	-18	3	5	-12	-17	-4	9
CHO-K1 Ca PAM	-3	-8	13	-8	4	17	16	-7
TAAR1 agonist	1	-1	15	-1	1	2	0	3
M1 ag parental	0.0	1.5	0.6	-0.2	0.9	1.1	0.6	-0.2
CHO parental Ca	-6	1	2	-16	-18	·	-2	1
CHRM1 agonist	-3	-6	-5	-4	-2	-4	-6	-2
CHRM1 antagonist	-16	-11	9	-3	4	-7	-11	-1

33) O=C(COC(=O)/C=C/c1cccc(F)c1)NC1CCCC1
34) O=C(OCc1cn([C@H]2CN(C(=O)C3CCCCC3)[C@@H](c3ccc(Cl)cc3)C[C@@H]2O)nn1)c1ccccc1
35) CCC1=NC(c2ccc(OC)cc2)N(O)C1(C)C (configuration not stated)
36) COc1ccccc1CNC(=O)c1ccc2c(c1)OCO2
37) COc1ccccc1NC(=O)c1nn(-c2ccccc2)ccc1=O
38) CC(=O)c1ccccc1OC(=O)c1c(F)cccc1F
39) CCc1cc(C(=O)Nc2cc(Cl)ccc2N2CCN(C)CC2)sc1C
40) CCCCn1c(SCC(=O)NC2CC2)nc2ccccc2c1=O
Assay by compound	33	34	35	36	37	38	39	40
OXTR potentiator	-7	·	-14	-7	-1	-5	-1	-6
TAAR1 antagonist	18	-7	·	-7	14	-1	-11	-13
CHO-K1 Ca antag	-16	5	1	-23	-12	2	28*	9
CHO-K1 Ca PAM	4	-11	3	8	15	-12	-20	-18
TAAR1 agonist	-2	2	·	0	7	9	2	0
M1 ag parental	0.9	0.1	0.6	0.6	2.1	-0.2	0.3	0.3
CHO parental Ca	2	·	-6	-10	-9	-2	-28	-9
CHRM1 agonist	-2	-1	-2	-1	-2	-3	0	-5
CHRM1 antagonist	-7	-2	7	-17	0	-16	-11	16

# Compound profiles, from the list above. Order of values: OXTR potentiator	TAAR1 antagonist	CHO-K1 Ca antag	CHO-K1 Ca PAM	TAAR1 agonist	M1 ag parental	CHO parental Ca	CHRM1 agonist	CHRM1 antagonist
# Results for CCC1=NC(c2ccc(OC)cc2)N(O)C1(C)C (configuration not stated) → -14	·	1	3	·	0.6	-6	-2	7
# Results for COc1ccccc1NC(=O)c1nn(-c2ccccc2)ccc1=O → -1	14	-12	15	7	2.1	-9	-2	0

# The main list resumes, repeating the four entries before the break.
37) COc1ccccc1NC(=O)c1nn(-c2ccccc2)ccc1=O
38) CC(=O)c1ccccc1OC(=O)c1c(F)cccc1F
39) CCc1cc(C(=O)Nc2cc(Cl)ccc2N2CCN(C)CC2)sc1C
40) CCCCn1c(SCC(=O)NC2CC2)nc2ccccc2c1=O
41) CC(C)OCCCNC(=O)C(Cc1ccccc1)NS(=O)(=O)c1ccc2c(c1)CCC(=O)N2 (configuration not stated)
42) Cc1c(C(=O)N2CCOCC2)sc(NC(=O)c2ccc3c(c2)OCO3)c1C#N
43) COc1ccc(C2C(C#N)=C(N)Oc3cc(C)n(Cc4ccco4)c(=O)c32)cc1 (configuration not stated)
44) CC(=O)c1ccc(O)c(CC=C(C)C)c1
45) Cc1cccc(C(O)c2ncc(-c3ccc(C(F)(F)F)cc3)[nH]2)c1C (configuration not stated)
46) O=S(=O)(Nc1ccc2ccccc2c1)c1ccccc1
47) CCN(CC)CCn1c2ccc(Cl)cc2c2nc(C)sc21
48) Cc1cc(Cl)ccc1-n1c(-c2cccnc2)n[nH]c1=S
Assay by compound	37	38	39	40	41	42	43	44	45	46	47	48
OXTR potentiator	-1	-5	-1	-6	-2	-5	-10	0	·	-1	5	-10
TAAR1 antagonist	14	-1	-11	-13	-11	-19	-4	-2	-26	3	-18	-1
CHO-K1 Ca antag	-12	2	28*	9	-14	-19	9	-4	-21	9	-7	5
CHO-K1 Ca PAM	15	-12	-20	-18	4	3	7	2	17	-10	14	-6
TAAR1 agonist	7	9	2	0	0	13	1	0	-1	3	11	0
M1 ag parental	2.1	-0.2	0.3	0.3	1.0	1.1	0.2	0.7	0.8	0.0	-0.1	0.3
CHO parental Ca	-9	-2	-28	-9	-15	-6	-6	-8	·	-4	-22	-8
CHRM1 agonist	-2	-3	0	-5	-2	-1	0	-4	-4	-2	-8	-4
CHRM1 antagonist	0	-16	-11	16	-16	10	-9	-3	-6	6	-2	-12

49) COc1cc(C(=O)N/N=C/c2cn(Cc3ccccc3)c3ccccc23)ccc1O
50) CCOC(=O)c1[nH]c2ccccc2c1NC(=S)Nc1cccc(C)c1C
51) CC(=O)/C(C#N)=C1\NC(=O)C(Cc2ccccc2C)S1 (configuration not stated)
52) Cc1ccccc1NC(=O)CSc1nc(N2CCCCC2)nc(N2CCCCC2)n1
Assay by compound	49	50	51	52
OXTR potentiator	·	-9	-5	0
TAAR1 antagonist	-13	-36	-3	2
CHO-K1 Ca antag	5	-8	4	-6
CHO-K1 Ca PAM	1	23	7	23
TAAR1 agonist	1	2	0	1
M1 ag parental	2.5	0.1	1.8	0.0
CHO parental Ca	·	3	-12	-2
CHRM1 agonist	0	-3	0	-1
CHRM1 antagonist	-4	-9	-9	-11

# Assay outcomes: PubChem, The Scripps Research Institute Molecular Screening Center
